MrgX1 PAM: positive allosteric modulators of MrgX1, primary screen, HEK293 cells, Fluo-4 calcium flux. Mas-related G-protein coupled receptor member X1 (Homo sapiens), Q96LB2. FDSS; stronger effect = higher value. B-score at 10 µM. 310,000 tested, 0.63% active. AID 588675, 2011;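 active means plate-corrected calcium response at least 3 library SD above typical, normal starting fluorescence, not activating the receptor alone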;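 further: compound read alongside a low EC10 to EC30 dose of BAM8-22 agonist; peak minus trough fluorescence over baseline measured at the second addition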
MrgX1 agonist: agonists of human MrgX1 receptor, primary screen, HEK293 cells, Fluo-4 calcium flux; Mas-related G-protein coupled receptor member X1 (Homo sapiens), Q96LB2; Fluo-4 calcium fluorescence, agonist mode; stronger effect = higher value; B-score at 10 µM; 310,000 tested, 0.44% active; AID 588627, 2011;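 active means calcium response B-score plate-corrected fluorescence ratio at least 3 library SD, with starting fluorescence B-score inside 5 SD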
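Material: MrgX1-expressing HEK293 cells; input: 15,000 cells per well; doses: test compound given as first of three sequential additions; schedule: overnight plating before 1 h dye loading; technique: Fluo-4 NW calcium-flux fluorescence, kinetic read; evaluation: baseline-normalised fluorescence change ratio, B-scored; control set: plate-wise positive and negative controls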
TRPC6 inhibitor: mouse TRPC6 channel inhibitors, primary screen, cell-based, HEK293, membrane potential dye. Short transient receptor potential channel 6 (Mus musculus), Q61143. ACh-evoked depolarization; stronger effect = lower value. B-score at 10 µM. 310,000 tested, 1.1% active. AID 2553, 2010;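 active means B-score under library mean minus 3 SD, initial fluorescence not abnormally high, positive integrated signal ratio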;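 further: B-score derived from integrated fluorescence ratio over the kinetic read; more negative B-score means stronger inhibition of depolarization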
Target sequence (Q61143 whole entry, looked up): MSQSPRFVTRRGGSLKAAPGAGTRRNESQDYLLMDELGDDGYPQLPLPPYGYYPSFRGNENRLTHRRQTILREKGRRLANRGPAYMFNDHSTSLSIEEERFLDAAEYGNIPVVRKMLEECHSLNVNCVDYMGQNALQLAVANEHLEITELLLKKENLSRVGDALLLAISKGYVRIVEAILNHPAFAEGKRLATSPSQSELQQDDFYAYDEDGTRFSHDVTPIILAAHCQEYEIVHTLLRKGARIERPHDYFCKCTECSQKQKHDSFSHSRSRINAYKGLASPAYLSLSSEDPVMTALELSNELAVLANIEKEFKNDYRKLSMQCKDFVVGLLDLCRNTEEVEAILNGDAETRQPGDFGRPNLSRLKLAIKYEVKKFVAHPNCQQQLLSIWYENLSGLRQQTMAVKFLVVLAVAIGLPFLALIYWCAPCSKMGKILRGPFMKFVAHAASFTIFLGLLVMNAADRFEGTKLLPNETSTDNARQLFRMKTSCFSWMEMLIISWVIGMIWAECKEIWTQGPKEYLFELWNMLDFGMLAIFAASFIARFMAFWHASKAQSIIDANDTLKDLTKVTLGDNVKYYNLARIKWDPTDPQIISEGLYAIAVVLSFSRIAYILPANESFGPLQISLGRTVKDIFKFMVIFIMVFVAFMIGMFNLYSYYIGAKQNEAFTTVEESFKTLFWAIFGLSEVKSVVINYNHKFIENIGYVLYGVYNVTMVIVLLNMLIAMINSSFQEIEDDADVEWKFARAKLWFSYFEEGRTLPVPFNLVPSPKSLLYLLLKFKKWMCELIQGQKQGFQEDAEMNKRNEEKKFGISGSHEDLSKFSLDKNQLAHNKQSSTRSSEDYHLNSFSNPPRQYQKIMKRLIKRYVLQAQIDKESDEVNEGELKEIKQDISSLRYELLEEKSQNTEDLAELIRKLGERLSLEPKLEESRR
SKKanGAS inh: S. pyogenes SKKanGAS growth inhibitors in kanamycin, primary screen, streptokinase expression inhibitor project, SKKanGAS strain, BacTiter-Glo luminescence. 6 h. AID 1662, 2009. 300,000 tested, 1.3% active. inhibition, % at 7.5 µM;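 active means mean replicate score, as percent of positive control median, at least 50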;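 further: strain carries kanamycin resistance gene driven by streptokinase promoter and grows in 40 µg/ml kanamycin; loss of luminescence reflects streptokinase promoter inhibition or plain growth inhibition; 0% = median of DMSO wells and 100% = positive control at its reference dose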
Platelet DG rel: inhibitors of platelet dense granule secretion, primary screen, cell-based, MLPCN, human platelets; human platelet-rich plasma, SFLLRN dense granule ATP release, luminescence; inhibition, %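 (compounds screened at 7.5 µM in platelet-rich plasma)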; 300,000 tested, 0.22% active; AID 1663, 2009;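 active means mean replicate score, as percent of positive control, at or above 50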
RGS4 act: RGS4 potentiators or activators, primary screen, cell-based, HEK293 M3R inducible RGS4, calcium flux; carbachol calcium flux Fluo4; stronger effect = lower value; B-score at 10 µM; 310,000 tested, 0.92% active; AID 463111, 2010;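 active means B-score of the integrated calcium signal more than 4 SD below the library mean, with starting fluorescence not abnormally high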;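 further: negative B-score means reduced calcium response which marks RGS4 activation or potentiation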
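Test system: HEK293 cells with stable M3R and inducible RGS4; also added: carbachol at ECmax as muscarinic agonist stimulus; schedule: dye loading 30 min 37 °C, buffer rest 30 min RT; technique: kinetic calcium fluorescence imaging with Fluo4-AM dye, 2 µM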
MrgX1 antagonist: antagonists of human MrgX1 receptor, primary screen, HEK293 cells, Fluo-4 calcium flux | Mas-related G-protein coupled receptor member X1 (Homo sapiens), Q96LB2 | BAM8-22 antagonism; stronger effect = lower value | B-score at 10 µM | 310,000 tested, 1.3% active | AID 588676, 2011;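 active means calcium-response B-score plate-corrected more than 3 library SD below zero, starting fluorescence within 5 deviations, no agonist response on first addition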;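 further: peak minus trough fluorescence over baseline after final BAM8-22 challenge near maximal dose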
TRPC4 block: inhibitors of mouse TRPC4 channel, primary screen, Fluo4 calcium, HEK293 TRPC4beta/mu-opioid cells; DAMGO-evoked Fluo4 calcium flux; stronger effect = lower value; B-score at 10 µM; 300,000 tested, 0.39% active; AID 2247, 2010;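 active means B-score over 3 SD under the library average, no early fluorescence shift, positive overall ratio signal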
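Assay system: HEK293 cells with stable TRPC4beta plus mu-opioid receptor expression. Dosing: single dose. Measured by: Fluo4 Ca2+ flux fluorescence. Also added: DAMGO in two steps, submaximal then maximal. Read-out: B score from integrated Fluo4 fluorescence ratio.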
TRPC6 activator: mouse TRPC6 channel activators, primary screen, cell-based, HEK293, membrane potential dye | Short transient receptor potential channel 6 (Mus musculus), Q61143 | HEK293-TRPC6 membrane potential dye fluorescence; stronger effect = higher value | B-score at 10 µM | 310,000 tested, 0.13% active | AID 2550, 2010;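 active means B-score of the integrated fluorescence ratio above library mean plus 3 SD, and starting fluorescence ratio within library mean plus 5 SD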;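 further: higher score means more depolarization so channel activation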
RGS4 inh: RGS4 inhibitors, primary screen, cell-based, HEK293 M3R inducible RGS4, calcium flux. Fluo-4 calcium flux; stronger effect = higher value; triggered by carbachol at its EC20. B-score at 10 µM. 310,000 tested, 0.45% active;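 active means B-score, a plate-corrected calcium signal, over three deviations above library mean, with baseline fluorescence within five deviations of library mean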;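 further: RGS4 expression induced by doxycycline in cells with stable M3 receptor; B-score is computed from the integrated fluorescence ratio over baseline after carbachol; higher B-score means a larger calcium signal and so more RGS4 inhibition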
Target sequence (P49798 whole entry, looked up): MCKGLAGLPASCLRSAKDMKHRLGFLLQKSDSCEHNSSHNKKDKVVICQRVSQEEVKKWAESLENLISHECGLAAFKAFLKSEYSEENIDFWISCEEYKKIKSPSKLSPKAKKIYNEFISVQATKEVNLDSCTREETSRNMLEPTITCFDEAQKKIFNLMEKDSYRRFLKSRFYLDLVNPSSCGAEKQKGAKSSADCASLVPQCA
HIF act: HIF pathway transcriptional activators, primary screen, cell-based, U2OS HRE-luciferase, luminescence; U2OS HRE-luciferase reporter; normalized: DMSO 0%, desferrioxamine 100%; activation, % at 7.5 µM (by protocol); 300,000 tested, 0.32% active; AID 1910, 2009;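 active means mean activation of at least 10% of the iron chelator positive control signal, with at least half of replicates also reaching 10%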
Starred values were filed as active, the others as inactive; i = inactive; · = no result given.

Each structure is followed by: MrgX1 PAM	MrgX1 agonist	TRPC6 inhibitor	SKKanGAS inh	Platelet DG rel	RGS4 act	MrgX1 antagonist	TRPC4 block	TRPC6 activator	RGS4 inh	HIF act
(1) Cc1ccc(C(=O)/C=C/Nc2ccccc2C(N)=O)o1
    i	i	i	7	1	i	i	i	i	i	1.7
(2) CCCS(=O)(=O)N1CCCC(C(=O)N2CCN(C(=O)OCC)CC2)C1 (stereo not drawn)
    i	i	i	0	-27	i	i	i	i	i	-0.3
(3) CCOc1ccc(C(=O)COC(=O)c2ccc(-n3cnnn3)cc2)cc1
    i	i	i	-3	-2	i	i	i	i	i	-0.4
(4) Cc1cccc(NC(=O)CC2C(=O)NC3CCCCC3N2C(=O)c2ccccc2Cl)c1 (stereo not drawn)
    i	i	i	7	14	i	i	i	i	i	-1.0
(5) COc1cccc(OCc2nc3ccccc3c(=O)n2N)c1
    i	i	i	·	27	i	i	i	i	i	-0.1
(6) CCOC(=O)c1c(NC(=O)COC(=O)c2cnc(C)cn2)sc(C(=O)N(C)C)c1C
    i	i	i	-3	-2	i	i	i	i	i	-1.4
(7) COCC(=O)NCc1nc2ccccc2n1Cc1ccccc1F
    i	i	i	-2	3	i	i	i	i	i	0.0
(8) CC(O)c1nc2ccccc2n1C/C=C/c1ccccc1 (stereo not drawn)
    i	i	i	5	-5	i	i	i	i	i	-0.1
(9) CC#CC(=O)NCC1(N(C)Cc2ccccc2)Cc2ccccc2C1
    i	i	i	3	-5	i	i	i	i	i	-0.8
(10) COC(=O)c1ccc(C(=O)NC2CCSc3ccccc32)cc1 (stereo not drawn)
    i	i	i	2	0	i	i	i	i	i	-0.7
(11) Cc1ccc(Cc2c(C)nc3nc(SCC(=O)NCCCN4CCCC4)nn3c2C)cc1
    i	i	i	5	19	-9.6*	i	i	i	i	0.1
(12) CCCOC(=O)CCNc1n[nH]c(=O)[nH]c1=O
    i	i	i	6	2	i	i	i	i	i	-0.3
(13) CCCc1[nH]nc2c1C(c1ccc(OC)c(CSC3=NCCS3)c1)C(C#N)=C(N)O2 (stereo not drawn)
    i	i	i	7	5	i	i	i	i	i	0.9
(14) CC(C)(C)c1ccc(N2C(=O)CC(c3ccccc3)C2=O)cc1 (stereo not drawn)
    i	i	i	0	-3	i	i	i	i	i	0.5
(15) CC(NS(=O)(=O)c1ccccc1)C(=O)NCCc1ccccn1 (stereo not drawn)
    i	i	i	-1	-3	i	i	i	i	i	-0.4
(16) O=C(NCCN1CCCCC1)Nc1ccc(F)cc1F
    i	i	i	2	1	i	i	i	i	i	-2.5
(17) CC(CNS(=O)(=O)c1ccccc1)Sc1ncccn1 (stereo not drawn)
    i	i	i	-2	9	i	i	i	i	i	-1.3
(18) COc1ccccc1Nc1nnc(SCC(=O)Nc2cc(C)on2)s1
    i	i	i	2	14	i	i	i	i	i	0.8
(19) CC(C)(C)C(=O)NC1CCN(S(=O)(=O)c2ccc(C(F)(F)F)cc2)CC1
    i	i	i	2	4	i	i	i	i	i	-0.3
(20) O=C(C1CCCN(Cc2cccs2)C1)N1CCCCCC1 (stereo not drawn)
    i	i	i	0	-4	i	i	i	i	i	0.2

The results go on:
Each structure is followed by: MrgX1 PAM	MrgX1 agonist	TRPC6 inhibitor	SKKanGAS inh	Platelet DG rel	RGS4 act	MrgX1 antagonist	TRPC4 block	TRPC6 activator	RGS4 inh	HIF act
(21) CC1(C(=O)N(CC(=O)NC2CCCC2)C2CCCC2)CC(=O)N=C2C=CC=CN21 (stereo not drawn)
    i	i	i	3	16	i	i	i	i	i	0.0
(22) CCOc1ccc(NS(=O)(=O)c2ccc3[nH]c(=O)oc3c2)cc1
    i	i	i	1	-12	i	i	i	i	i	0.0
(23) C=C(C)Cn1c(=O)c2c(nc3n2CCN3c2cccc(Cl)c2C)n(C)c1=O
    i	i	i	-4	-1	i	i	i	i	i	-0.8
(24) O=C1CN(C(=O)NCC(=O)N[C@H](Cc2ccccc2)C(=O)O)c2ccccc2N1
    i	i	i	-2	1	i	i	i	i	i	0.2
(25) CC(=O)NCCC(=O)Nc1ccc(C(N)=O)cc1
    i	i	i	-2	0	i	i	i	i	i	-0.7
(26) C[C@@H]1NC(=O)/C(=C\c2ccccc2Br)NC1=O
    i	i	i	1	1	i	i	i	i	i	0.4
(27) CCN(CC)c1nc(NN)nc(Nc2ccc(C)c(Cl)c2)n1
    i	i	i	104*	-18	i	i	i	i	i	0.3
(28) CCc1cc2c(=O)c(-c3ccc4c(c3)OCCO4)coc2cc1OC(=O)c1ccco1
    i	i	i	6	12	i	i	i	i	i	1.2
(29) Cn1c(=O)[nH]c(=O)c2c1nc(N1CCNCC1)n2Cc1cccc2ccccc12
    i	i	i	15	0	i	i	i	i	i	-33
(30) FC(F)(F)c1cccc(-c2ccc(-c3csnn3)o2)c1
    i	i	i	-4	-4	i	i	i	i	i	7.6
(31) Cc1ccc(C(=O)NNC(=O)c2ccc(NS(=O)(=O)c3cccs3)cc2)s1
    i	i	i	15	-2	i	i	i	i	i	-47
(32) CCCCn1nnnc1NCc1cccnc1
    i	i	i	-1	20	i	i	i	i	i	-0.5
(33) CCCOc1ccc(CNC(=S)Nc2ccccc2)cc1Cl
    i	i	i	-3	3	i	-6.7*	i	i	i	-0.3
(34) Cc1c(Br)c([N+](=O)[O-])nn1CC(=O)N1CCc2ccccc2C1
    i	i	i	5	3	i	i	i	i	i	-0.2
(35) CC(C)OC(=O)c1cccc(-c2ccc(C=O)o2)c1
    i	i	i	-2	6	i	i	i	i	i	0.4
(36) Cc1cc(C)cc(N(CC(=O)N2CCN(Cc3ccccc3)CC2)S(=O)(=O)c2c(C)noc2C)c1
    i	i	i	-3	-1	i	i	i	i	i	·
(37) O=C(CCN1CCOCC1)Nc1c(-c2ccccc2)c2cc(Br)ccc2[nH]c1=O
    i	i	i	0	5	i	i	i	i	i	0.1
(38) C=CCNC(=O)c1ccccc1NC(=O)Cc1ccccc1[N+](=O)[O-]
    i	i	i	-2	-5	i	i	i	i	i	-0.2
(39) COC(=O)c1cccc(S(=O)(=O)N2CCC(C)CC2)c1
    i	i	i	-1	5	i	i	i	i	i	-0.6
(40) C=CCOc1nc2c(c(=O)n(C)c(=O)n2C)n1Cc1ccccc1
    i	i	i	-22	-23	i	i	i	i	i	-0.8

Whole records, looked up by structure. Order of screens: MrgX1 PAM | MrgX1 agonist | TRPC6 inhibitor | SKKanGAS inh | Platelet DG rel | RGS4 act | MrgX1 antagonist | TRPC4 block | TRPC6 activator | RGS4 inh | HIF act
O=C1CN(C(=O)NCC(=O)N[C@H](Cc2ccccc2)C(=O)O)c2ccccc2N1 is entered as i | i | i | -2 | 1 | i | i | i | i | i | 0.2
CCN(CC)c1nc(NN)nc(Nc2ccc(C)c(Cl)c2)n1 is entered as i | i | i | 104* | -18 | i | i | i | i | i | 0.3

Next section:
Each structure is followed by: MrgX1 PAM	MrgX1 agonist	TRPC6 inhibitor	SKKanGAS inh	Platelet DG rel	RGS4 act	MrgX1 antagonist	TRPC4 block	TRPC6 activator	RGS4 inh	HIF act
(41) Cc1ccccc1NC(=O)CSc1nnc(-c2ccccc2)n1-c1ccccc1
    i	i	i	-6	-2	i	i	i	i	i	-0.2
(42) Cc1cc(Nc2nc3c(c(=O)n(C)c(=O)n3C)n2C)n(-c2ccc(Cl)cc2)n1
    i	i	i	-8	15	i	i	i	i	i	0.0
(43) Cc1c(Cl)c([N+](=O)[O-])nn1Cc1ccc(C(=O)N/N=C\c2cccc(Br)c2)o1
    i	i	i	0	9	i	i	i	i	i	0.0
(44) Cc1cc(-c2ccc(C)c(S(=O)(=O)N3CCN(C(=O)c4ccco4)CC3)c2)on1
    i	i	i	2	-11	i	i	i	i	i	-0.1
(45) CCCCn1c(N)c(N(CCOC)C(=O)c2cc(-c3ccc(C)cc3)nc3ccccc23)c(=O)[nH]c1=O
    i	i	i	20	-16	i	i	i	i	i	0.0
(46) Cc1ccc(C2N(c3ccc(F)cc3)C(=O)C3CCCN32)cc1 (stereo not drawn)
    i	i	i	-3	19	i	i	i	i	i	-0.2
(47) CCOP(=O)(c1ccccc1)C(O)c1ccc([N+](=O)[O-])cc1 (stereo not drawn)
    i	i	i	3	-4	i	i	i	i	i	1.3
(48) CCOc1ccc(S(=O)(=O)N2CCN(CC)CC2)cc1NC(=O)c1ccccc1F
    i	i	i	1	-2	i	i	i	i	i	-0.7
(49) CCSc1nc2c(c(=O)[nH]1)C(c1ccncc1)C(C(=O)OC(C)C)=C(C)N2 (stereo not drawn)
    i	i	i	-1	12	i	i	i	i	i	-0.6
(50) Cc1nc(N)ncc1Sc1ccc(Cl)cc1
    i	i	i	-1	-1	i	i	i	i	i	0.1
(51) Cc1ccc(-c2nnc(Sc3nc4ccccc4o3)c3ccccc23)cc1
    i	i	i	6	-2	i	i	i	i	i	94*
(52) O=C1/C(=C/c2cccnc2)Cc2ccc(Cl)cc21
    i	i	i	-1	-1	i	i	i	i	i	-3.3
(53) COc1ccc(C(=O)N/C(=C\c2ccccc2)C(=O)NCCCn2ccnc2)cc1
    i	i	i	-5	-36	i	i	i	i	i	-0.1
(54) CN(C)N1C(N)=C(C#N)C(c2cccnc2)C2=C1CCCC2=O (stereo not drawn)
    i	i	i	2	-5	i	i	i	i	i	-0.2
(55) Cc1ccc(C(C(=O)NC(C)(C)C)N(CC2CCCO2)C(=O)c2csnn2)cc1 (stereo not drawn)
    i	i	i	2	-7	i	i	i	i	i	1.1
(56) CC(C)c1ccc(-c2nc(N3CCOCC3)[nH]c(=O)c2C#N)cc1
    i	i	i	11	5	i	i	i	i	i	-0.2

Looked up above.
no. 54 in Platelet DG rel → -5
no. 43 in SKKanGAS inh → 0

Screens deposited in PubChem BioAssay by several laboratories.
